# Source: PubChem BioAssay
# hgDAF12 agonist = agonists of H. glycines DAF-12 nuclear receptor; activation, % at 6.8 µM; actives 1.8% (n = 370,000); AID 687014; HEK293 GAL4-hgDAF12 UAS-luciferase reporter, agonist luminescence; normalized to butyrate control;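 active means activation above a cutoff set at the mean of all screened compounds plus 3 SD, cut at about 10% in these data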;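 further: 0% = DMSO wells and 100% = sodium butyrate wells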
# ADAM17 inh = inhibitors of human ADAM17 | actives 0.83% (n = 370,000) | inhibition, % at 6.95 µM | recombinant ADAM17, EDANS/DABCYL FRET peptide cleavage | P78536;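 active means inhibition above the mean of compounds lying between control limits plus 3 SD, set per campaign, cut at about 8.5% in these data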;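 further: 0% = DMSO-only wells as the low control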
# sPLA2-III inh = Blocks human group III sPLA2 activity; QFRET BODIPY PC-A2 liposome hydrolysis, fluorescence; inhibition, % at 12.2 µM; actives 0.56% (n = 370,000); AID 743126;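 active means inhibition above mean plus 3 SD of compounds lying within the high and low control bounds, cut at about 19% in these data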;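 further: 0% = median of test compound wells and 100% = no enzyme DMSO wells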
# ADAM10 inh = inhibits human ADAM10 | O14672 | recombinant ADAM10, EDANS/DABCYL FRET peptide cleavage, 3 h | inhibition, % at 7 µM | actives 0.62% (n = 370,000);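 active means inhibition above a per-campaign cutoff equal to the mean of compounds falling between control-based bounds plus 3 SD, cut at about 20% in these data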;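 further: 0% = DMSO wells while the 100% control is not disclosed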
# DAX1 inh-1 = inhibitors of DAX1 repression of SF-1 activated StAR promoter; HEK293T StAR-luciferase reporter, SF-1/DAX-1 repression relief; inhibition, % at 6.8 µM; actives 1.1% (n = 370,000); AID 652010;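 active means inhibition above the mean over all tested compounds plus 3 SD, cut at about 3.6% in these data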;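 further: 0% = DAX-1 cells with DMSO and 100% = cells lacking DAX-1 with DMSO; higher inhibition means more luminescence from relief of DAX-1 repression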
# PLCb3 inh = PLC-beta3 (human) inhibition, primary screen; Q01970; Purified PLC-beta3, fluorogenic substrate, fluorescence; inhibition, % at 12.2 µM; actives 0.18% (n = 370,000); in the data active means inhibition above about 11%;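 further: 0% = median of compound wells on plate and 100% = full blocker control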
# Target sequence (Q01970 whole entry, looked up): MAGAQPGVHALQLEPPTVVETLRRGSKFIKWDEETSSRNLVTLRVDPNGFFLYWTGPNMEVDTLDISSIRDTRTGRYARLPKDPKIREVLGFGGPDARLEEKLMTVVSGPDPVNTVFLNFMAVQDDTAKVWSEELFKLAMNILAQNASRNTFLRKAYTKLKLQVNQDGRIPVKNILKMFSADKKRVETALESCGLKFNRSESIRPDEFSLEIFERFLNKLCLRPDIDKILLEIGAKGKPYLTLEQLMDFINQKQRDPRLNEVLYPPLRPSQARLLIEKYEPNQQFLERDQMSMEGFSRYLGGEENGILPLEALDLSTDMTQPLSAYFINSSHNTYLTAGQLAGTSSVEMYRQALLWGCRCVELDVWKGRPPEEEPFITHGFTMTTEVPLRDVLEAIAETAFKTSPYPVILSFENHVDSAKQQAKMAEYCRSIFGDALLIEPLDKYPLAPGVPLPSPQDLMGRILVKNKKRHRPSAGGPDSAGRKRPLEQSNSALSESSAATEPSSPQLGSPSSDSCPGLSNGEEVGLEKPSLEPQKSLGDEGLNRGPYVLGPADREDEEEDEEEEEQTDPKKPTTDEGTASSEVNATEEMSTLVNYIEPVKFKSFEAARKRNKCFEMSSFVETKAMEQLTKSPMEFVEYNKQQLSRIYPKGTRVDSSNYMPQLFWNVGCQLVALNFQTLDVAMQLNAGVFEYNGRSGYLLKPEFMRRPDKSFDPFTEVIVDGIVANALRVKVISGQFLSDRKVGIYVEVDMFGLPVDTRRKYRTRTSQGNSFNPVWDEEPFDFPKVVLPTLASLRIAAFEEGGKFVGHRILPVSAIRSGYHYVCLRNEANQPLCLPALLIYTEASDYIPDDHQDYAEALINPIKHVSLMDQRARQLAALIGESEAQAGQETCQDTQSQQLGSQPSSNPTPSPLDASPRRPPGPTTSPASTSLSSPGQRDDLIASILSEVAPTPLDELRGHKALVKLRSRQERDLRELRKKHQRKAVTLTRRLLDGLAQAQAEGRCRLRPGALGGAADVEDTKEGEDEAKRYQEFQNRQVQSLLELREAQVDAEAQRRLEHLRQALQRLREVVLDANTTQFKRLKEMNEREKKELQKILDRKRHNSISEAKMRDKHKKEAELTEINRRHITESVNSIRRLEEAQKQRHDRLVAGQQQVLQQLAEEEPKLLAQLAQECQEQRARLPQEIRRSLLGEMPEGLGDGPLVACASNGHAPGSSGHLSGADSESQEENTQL
# hcDAF12 agonist = activators of H. contortus DAF-12 nuclear receptor; HEK293 hcDAF-12 lit1-tk-luc reporter, luminescence; 0% DMSO, 100% Δ7-dafachronic acid; activation, % at 6.8 µM; actives 1.4% (n = 370,000); AID 652067;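 active means activation above the mean of all tested compounds plus 3 SD, cut at about 5.5% in these data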;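 further: 100% = response to 3 µM Δ7-dafachronic acid high control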
# PLCg1 inh = blocks human PLC-gamma1 enzyme activity; P19174; purified PLC-gamma1, fluorogenic substrate, fluorescence; inhibition, % at 12.2 µM; actives 0.84% (n = 370,000); in the data active means inhibition above about 9.5%
# FXN GAA850 act = activators of GAA850 frataxin (FXN) promoter | HEK293 lucGAA850 FXN promoter luciferase reporter, 24 h; percent of 10 µM SAHA response | activation, % at 6 µM | actives 0.56% (n = 360,000);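 active means activation above the average of all compounds screened plus 3 SD, cutoff fixed separately per campaign, cut at about 7.5% in these data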;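 further: 0% = DMSO wells and 100% = 10 µM SAHA wells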
# DAX1 inh-2 = inhibitors of human orphan nuclear receptor DAX1 (NR0B1); P51843; HEK293 Gal4-DAX1 luciferase reporter, luminescence; inhibition, % at 6.75 µM; actives 0.99% (n = 340,000); AID 504766;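 active means inhibition above the mean over all tested compounds plus 3 SD, cut at about 4.2% in these data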;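 further: 0% = DAX1-transfected cells with DMSO and 100% = empty-vector control cells with DMSO; inhibition shows as a rise in luminescence from relieved DAX1 repression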
# ssDAF-12 act = activators of S. stercoralis DAF-12 nuclear receptor. HEK293 ssDAF-12/GRIP1 lit1-tk-luc reporter, luminescence; % of 3 µM dafachronic acid response. AID 652126. actives 1% (n = 370,000). activation, % at 6.8 µM;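 active means activation above the mean over all tested compounds plus 3 SD, cut at about 0.9% in these data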;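 further: 0% = DMSO-only wells and 100% = 3 µM delta7-dafachronic acid wells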
# * hit, by the source's call; i = inactive; x = no result given; & = joins results of further samples.
nr	SMILES	hgDAF12 agonist	ADAM17 inh	sPLA2-III inh	ADAM10 inh	DAX1 inh-1	PLCb3 inh	hcDAF12 agonist	PLCg1 inh	FXN GAA850 act	DAX1 inh-2	ssDAF-12 act
1	CCCC(NCC(=O)Nc1ccccc1C(=O)NC1CC1)c1ccccc1 (centres undefined)	-1.4	-4	1	2	-0.1	1	-2.1	0	-2.7	0.3	-1.4
2	CCOCCCNC(=O)C1CCN(S(=O)(=O)c2cc3c(cc2Br)CCN3C(=O)CC)CC1	1.8	-1	0	-3	1.0	3	-1.9	-1	x	x	-1.4
3	COc1ccc(-n2c(Cc3cccn3C)nnc2SCC(=O)Nc2cccc(Cl)c2)cc1	-2.2	2	-33	-5	-0.1	-1	-1.5	-1	-2.6	0.3	-1.1
4	Oc1ccccc1/C=N/[n+]1ccccc1	0.7	-2	1	-3	1.2	-5	-1.3	3	0.3	1.9	-1.0
5	CCCCOc1ccc(NC(=O)CN2CCN(Cc3ccccc3)CC2)cc1	-2.7	8.8*	-10	14	-0.3	0	-1.9	5	-1.6	-1.2	-1.4
6	O=C(COC(=O)c1n[nH]c(=O)c2ccccc12)Nc1cccc(S(=O)(=O)N2CCOCC2)c1	1.4	1	-8	-11	2.2	-3	-1.1	-1	-0.2	1.5	-1.4
7	CCCNC(=O)C1(C)CCCN(C(=O)Cc2ccc(OC)cc2)C1 (centres undefined)	3.8	-4	7	-10	0.3	0	0.0	0	0.2	x	-1.3
8	Cc1ccc(NC(=O)c2ccccc2NC(=O)Cc2ccccc2)cc1	1.7	3	-4	3	0.7	-1	-1.3	3	2.4	-1.1	-0.8
9	Cc1ccc(Cn2nnc3c(=O)[nH]c(C4CCN(S(=O)(=O)c5ccccc5F)CC4)nc32)cc1	-1.1	2	-36	4	-0.1	-7	-0.2	1	-3.5	-0.5	-0.7
10	c1ccc2c(-c3ccncc3)c[nH]c2c1	3.0	-2	-5	0	0.1	-16	-1.7	-8	-2.3	-0.5	-1.4
11	COc1ccc(-c2cc(C)no2)cc1S(=O)(=O)NCCc1ccco1	2.9	-2	-7	-2	0.0	-8	-2.9	-1	3.5	-0.7	-1.6
12	CCc1ccccc1NC(=O)NC1CCCCCCC1	0.5	-4	4	-13	-0.1	-9	-1.1	-1	0.4	2.2	-1.3
13	Cc1ccc(-c2cnco2)cc1	-1.8	-3	2	-2	0.1	-7	2.3	1	-2.7	6.3*	-1.8
14	Cc1ccc(CNC(=O)C2CCCN2C(=O)Nc2ccc(F)cc2)cc1 (centres undefined)	0.7	1	0	-5	0.1	-2	-2.0	-1	-0.2	-0.3	-1.2
15	CCOC(=O)c1c(NC(=O)CCS(=O)(=O)c2ccccc2)sc2c1CCN(C(C)C)C2	-0.3	-5	-9	-9	4.0*	-17	1.7	-4	-0.6	-0.5	-1.1
16	COc1cccc(CNc2nc(SC)ncc2CO)c1	-3.0	0	4	-4	-0.5	1	-0.3	1	0.8	-1.1	-1.3
17	COc1cccc(-n2c(SCc3c(C)noc3C)nnc2-c2cccc(S(=O)(=O)N(C)C)c2)c1	-3.0	-2	-10	-1	0.2	2	-1.2	1	1.1	-1.3	-1.2
18	CC(=O)Nc1cc2cc(NS(=O)(=O)c3ccc(C)cc3)ccc2oc1=O	-1.8	3	10	9	0.2	-5	-1.8	1	1.9	x	-1.7
19	CCn1c(=O)c(=O)[nH]c2cc(C(=O)N3CCN(Cc4ccc5c(c4)OCO5)CC3)ccc21	-1.0	-8	2	-11	0.0	-13	0.4	-4	-1.1	0.2	-1.4
20	CC1CCN(C(=O)COC(=O)/C=C/c2ccc([N+](=O)[O-])cc2)CC1	1.0	1	5	-15	0.1	2	-2.2	7	-0.9	-0.2	-1.0
21	C/C(N)=C(/C#N)C(=O)CSc1nnc(Nc2cccc(C)c2)s1	8.8	2	-32	5	2.4	7	2.9	1	2.5&4.7	0.6	-0.4
22	O=C(NCC1CCCCC1)C12CN(Cc3ccccc3)CC1C(c1cccc([N+](=O)[O-])c1)=NO2 (centres undefined)	2.6	-2	2	-5	-0.9	-1	0.1	-2	-1.7	-0.6	-0.8
23	COc1ccc(C(C)=O)cc1COC(=O)c1c(C)noc1C	-1.3	0	-3	3	-0.4	4	-2.0	2	1.0	-1.0	-1.6
24	Cc1cc(C)cc(CC2CC(=O)N(c3ccc([N+](=O)[O-])cc3)C2=O)c1 (centres undefined)	0.1	7	8	7	0.5	4	2.0	6	2.1	1.9	-0.2
25	Oc1cccc(C(O)CNCc2ccc(-c3ccccc3)cc2)c1 (centres undefined)	0.1	-40	-21	-111	-1.0	-2	-2.5	2	1.4	-1.1	-1.6
26	Cc1cc(C)n2nc(C(=O)N3CCN(Cc4ccc5c(c4)OCO5)CC3)nc2n1	3.2	-4	1	2	-0.2	-5	2.9	2	0.6	0.0	-1.5
27	CC1(C)CC(=O)c2cc(OCC(=O)N3CCCCCC3)ccc2O1	3.4	i	5	i	1.2	i	1.1	i	2.5	-0.3	-1.4
28	COc1cccc(NC(=S)N(Cc2ccc(C)cc2)Cc2ccccn2)c1	-1.2	-5	-5	-5	-1.3	-1	-1.7	-2	0.9	0.8	-1.8
29	CC(=N\Nc1ccccc1)/C(=N/O)C(=O)Nc1ccccc1	-1.2	1	-12	5	-0.1	2	0.9	5	-3.4	-1.2	-0.5
30	Cc1ccc2oc(C(=O)N3CCC(O)(c4cccc(C(F)(F)F)c4)CC3)c(C)c2c1	4.0	6	-13	19	0.7	-9	2.2	-2	2.3	-1.0	0.1

# Other records:
nr	SMILES	hgDAF12 agonist	ADAM17 inh	sPLA2-III inh	ADAM10 inh	DAX1 inh-1	PLCb3 inh	hcDAF12 agonist	PLCg1 inh	FXN GAA850 act	DAX1 inh-2	ssDAF-12 act
31	O=C(N/C(=C/c1cccnc1)C(=O)N1CCOCC1)c1ccco1	-1.0	-3	9	-7	-0.2	0	-0.9	2	0.4	-0.4	-0.6
32	CCC(OC(=O)C(C)N1C(=O)C(=O)c2ccccc21)C(=O)Nc1ccccc1OC (centres undefined)	-1.7	1	6	-9	-0.6	-6	-2.2	-1	0.9	0.5	-0.3
33	Cc1c(-n2c(-c3ccccc3)nc3ccccc3c2=O)c(=O)n(-c2ccccc2)n1C	-0.7	-2	8	-6	-0.2	-1	-3.6	2	-2.5	-1.2	-1.9
34	CC(=O)C(C(C)=O)c1cc(NS(=O)(=O)c2ccccc2)ccc1NS(=O)(=O)c1ccccc1	-3.2	2	-31	3	-0.1	-21	-1.4	-14	-0.1	-0.9	-0.7
35	COc1ccc(OC)c(NC(=S)NCCCN2CCOCC2)c1	-3.2	1	-4	2	-0.5	0	1.9	3	0.5	0.4	-1.4
36	O=C(OCC(=O)N1CCOCC1)c1ccccc1Br	1.1	-2	1	1	0.2	-4	-0.4	1	2.9	0.8	-0.1
37	O=C(COc1cccc2cccnc12)N/N=C1\SCC(=O)N1Cc1ccccc1	-0.1	-4	3	5	-0.9	-1	-0.5	0	0.1	0.6	-1.4
38	CN(C)c1cc[n+](CC(=O)Nc2ccc(OC(F)F)cc2)cc1	-3.9	-5	4	-1	-0.7	0	-1.5	0	0.8	2.2	-1.8
39	COc1ccccc1C(=O)C1CCCN(C(=O)c2ccc(Cl)cc2)C1 (centres undefined)	-3.3	5	3	-3	1.1	-5	1.1	9	-0.7	0.4	-1.4
40	O=S(=O)(c1ccccc1)c1nc(NCc2cccnc2)sc1Cl	-1.5	2	2	6	-0.3	-3	-1.4	5	-0.3	-1.3	-2.1
41	Cc1ccc(-n2c(Cc3cccn3C)nnc2SCC(=O)Nc2cc(C)on2)cc1	-1.3	6	-26	5	0.7	-10	0.2	-1	0.8	0.7	-1.6
42	Cc1ccc(-n2ncc3c(SCc4cccc(C)c4)ncnc32)cc1	3.4	1	2	-2	0.3	2	-0.1	1	3.2	2.4	-1.1
43	CC(C)N(Cc1ccccc1)C(=S)Nc1ccccc1F	-0.9	2	1	15	-0.1	-2	0.1	5	1.2	x	-1.3
44	CS(=O)(=O)c1ccc(C(=O)NC2CCOC2=O)cc1 (centres undefined)	-0.2	-1	4	1	-0.2	3	0.2	3	-1.0	0.2	-0.8
45	O=C(CCN1C(=O)[C@@H]2Cc3ccccc3CN2C1=O)Nc1cccc(F)c1	-0.2	-1	-4	1	0.4	-4	-0.5	2	0.4	-0.2	-0.8
46	CNC[C@@H]1Oc2c(NC(=O)Nc3ccccc3)cccc2C(=O)N([C@@H](C)CO)C[C@H]1C	-1.0	-2	13	8	0.5	-2	-1.4	2	-0.9	-0.1	-0.8
47	CCCCNC(=O)OC1CC2CC1[C@H]1CCCCN1C2=O (some centres undefined)	-2.2	1	3	4	1.2	2	0.2	2	x	x	-1.5
48	O=C(CSc1ccc([N+](=O)[O-])cn1)Nc1nccs1	-0.5	-2	-1	4	-0.2	-3	0.6	4	0.8	1.2	-0.8
49	CCN(CC)C(=O)c1ccc(-c2ccccc2)cc1	-1.0	-2	3	-2	-0.2	-1	-4.5	1	2.6	-0.4	-1.7
50	Cc1cccn2c(=O)c3cc(C(=O)N4COCC4(C)C)sc3nc12	-0.1	-176	11	i	-0.8	-161	0.8	-121	2.7	0.9	-0.8
51	Cc1ccnc2nc(C(=O)OCC(=O)N3CCc4ccccc43)nn12	1.3	-2	2	-8	0.6	1	2.8	1	-0.4	0.1	-1.2
52	CCCCn1c(SCC(=O)NCc2ccco2)nc2c1c(=O)n(C)c(=O)n2C	-0.2	1	3	0	-0.2	1	-1.0	1	0.3	1.6	-0.6

# Entries listed so far that have two or more sulfur atoms (6):
nr	SMILES	hgDAF12 agonist	ADAM17 inh	sPLA2-III inh	ADAM10 inh	DAX1 inh-1	PLCb3 inh	hcDAF12 agonist	PLCg1 inh	FXN GAA850 act	DAX1 inh-2	ssDAF-12 act
15	CCOC(=O)c1c(NC(=O)CCS(=O)(=O)c2ccccc2)sc2c1CCN(C(C)C)C2	-0.3	-5	-9	-9	4.0*	-17	1.7	-4	-0.6	-0.5	-1.1
17	COc1cccc(-n2c(SCc3c(C)noc3C)nnc2-c2cccc(S(=O)(=O)N(C)C)c2)c1	-3.0	-2	-10	-1	0.2	2	-1.2	1	1.1	-1.3	-1.2
21	C/C(N)=C(/C#N)C(=O)CSc1nnc(Nc2cccc(C)c2)s1	8.8	2	-32	5	2.4	7	2.9	1	2.5&4.7	0.6	-0.4
34	CC(=O)C(C(C)=O)c1cc(NS(=O)(=O)c2ccccc2)ccc1NS(=O)(=O)c1ccccc1	-3.2	2	-31	3	-0.1	-21	-1.4	-14	-0.1	-0.9	-0.7
40	O=S(=O)(c1ccccc1)c1nc(NCc2cccnc2)sc1Cl	-1.5	2	2	6	-0.3	-3	-1.4	5	-0.3	-1.3	-2.1
48	O=C(CSc1ccc([N+](=O)[O-])cn1)Nc1nccs1	-0.5	-2	-1	4	-0.2	-3	0.6	4	0.8	1.2	-0.8
